# Assay outcomes: PubChem BioAssay, National Center for Advancing Translational Sciences (NCATS)
# B2AR arrestin: beta2AR (human) beta-arrestin recruitment activity | P07550 | beta-arrestin recruitment to beta2AR, cell-based reporter | Potency, µM (highest dose often 46.1 µM), for inactives: at the highest dose activation, hits mostly activators | actives 0.02% (n = 330,000) | AID 492947;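 also: potency is read from the fitted curve at half-maximal effect; 0% = DMSO controls and full agonism = EC100 isoproterenol or metaproterenol; nearly all actives have a fitted effect of over 65% in size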
# TSHR antag: human thyrotropin receptor antagonism; P16473; actives 0.2% (n = 330,000); activity change, negative = inhibition, % at 11.5 µM; AID 504810; TSHR-expressing cells, TSH-stimulated cAMP HTRF, 2 h; hits give low values;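 active = activity change below a set negative limit, meaning inhibition stronger than a set level, cut at about -70% in these data; inconclusive = activity change between two set negative limits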; also: % is scaled to controls: 0 for no effect and ±100 for the full control effect
#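 Freshly harvested TSHR cells receive pin-tooled compound, then EC80 TSH at 4nM final. After 2 hours at 37 deg C, antibody in lysis buffer and cAMP-d2 are added; 30 minutes at ambient temperature precede the HTRF read.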
# TSG101-PTAP inh: blocks PTAP/TSG101 interaction to inhibit HIV-1 budding; Fluorescence polarization, FITC-PTAP peptide / Tsg101 binding; 340,000 tested, under 10 active; AID 493005; Potency, µM (series often up to 115 µM), without a hit: top-dose activity change, negative = inhibition, actives largely listed as inhibitors; active = well fitted inhibition curve with a large enough effect in the main read-out, with a control signal flat, not every such curve was filed as active; inconclusive = small, poorly fitted or top-dose-only effect, or effect the other way, or a change in a side signal; inactive = no such curve, though single readings can be large or run the other way; also: potency is read from the fitted curve at half-maximal effect; % of control where 0% means no effect
# Target sequence (Q99816 whole entry, looked up): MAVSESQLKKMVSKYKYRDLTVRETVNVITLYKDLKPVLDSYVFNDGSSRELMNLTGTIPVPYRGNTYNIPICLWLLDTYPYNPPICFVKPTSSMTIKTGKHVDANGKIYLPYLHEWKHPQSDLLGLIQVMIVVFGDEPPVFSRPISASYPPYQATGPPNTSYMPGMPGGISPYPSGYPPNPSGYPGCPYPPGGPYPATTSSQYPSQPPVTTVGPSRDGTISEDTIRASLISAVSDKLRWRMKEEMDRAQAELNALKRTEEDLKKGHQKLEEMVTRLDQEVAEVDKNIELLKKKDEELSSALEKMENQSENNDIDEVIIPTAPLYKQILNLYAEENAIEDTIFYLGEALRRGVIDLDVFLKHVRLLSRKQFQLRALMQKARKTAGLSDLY
#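 Steps: Tsg101 binding domain dispensed (10 uM final), compounds pinned in DMSO, FITC-labeled PTAP-motif peptide added (50 nM final); after 20 min binding at room temperature, polarization measured.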
# uPA generation: cell surface uPA generation inhibition | AID 540303 | Potency, µM (titrated, usually from 38.3 µM), for the others: at the highest dose activity change, negative = inhibition, hits mostly inhibitors | cell surface uPA generation assay, qHTS | actives 0.31% (n = 330,000); active = well fitted inhibition curve with a large enough effect; inconclusive = small, poorly fitted or top-dose-only effect; inactive = no such curve, though single readings can be large or run the other way; tested in mouse RAW 264.7 cells; also: potency is read from the fitted curve at half-maximal effect; % is scaled to controls: 0 for no effect and ±100 for the full control effect; nearly all actives have a fitted effect of over 55% in size
# Mito fusion yeast: inhibitors of mitochondrial division or activators of mitochondrial fusion; S. cerevisiae fusion-defective mutant growth rescue, CellTiterGlo 48 h; actives 0.23% (n = 320,000); Potency, µM (titrated, usually from 46.1 µM), inactives show top-dose growth rescue (activation), usual class: activators;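 also: potency is read from the fitted curve at half-maximal effect; % of control where 0% means no effect; nearly all actives have a fitted effect of over 45% in size; temperature-sensitive fusion mutants such as fzo1-1 at 37 °C on non-fermentable ethanol glycerol medium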
#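 S. cerevisiae fusion-defective temperature-sensitive mutants (e.g. fzo1-1, mgm1-5) grown 48 h at 37C in YPEG (ethanol/glycerol non-fermentable) medium with 23 nl compound per well; growth rescue read as CellTiterGlo luminescence.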
# TCR activator: activates T cell receptor signaling; primary human leukocytes, anti-CD3, IL-2 HTRF, 48 h; 330,000 tested, under 10 active; Potency, µM (top dose mostly 9.22 µM), inactives show top-dose activation of IL-2 secretion, actives largely listed as activators; also: % of control where 0% means no effect
#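 IL-2 release read by HTRF sandwich (Eu cryptate donor, d2 acceptor, 665 nm emission) after 48 hr exposure of primary human leukocytes to compound together with anti-CD3 beads in the absence of co-stimulatory signals.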
# Tb PFK block: T. brucei PFK enzyme inhibition; Potency, µM (titrated, usually from 57.5 µM), for the others: at the top dose activity, negative = inhibition, hits mostly inhibitors; actives 0.17% (n = 330,000); AID 485367; T. brucei PFK, ADP-Glo luminescence;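 also: potency is read from the fitted curve at half-maximal effect; 0% = uninhibited 1x PFK enzyme wells and -100% = no-enzyme wells; nearly all actives have a fitted effect of over 60% in size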
# Target sequence (O15648 whole entry, looked up): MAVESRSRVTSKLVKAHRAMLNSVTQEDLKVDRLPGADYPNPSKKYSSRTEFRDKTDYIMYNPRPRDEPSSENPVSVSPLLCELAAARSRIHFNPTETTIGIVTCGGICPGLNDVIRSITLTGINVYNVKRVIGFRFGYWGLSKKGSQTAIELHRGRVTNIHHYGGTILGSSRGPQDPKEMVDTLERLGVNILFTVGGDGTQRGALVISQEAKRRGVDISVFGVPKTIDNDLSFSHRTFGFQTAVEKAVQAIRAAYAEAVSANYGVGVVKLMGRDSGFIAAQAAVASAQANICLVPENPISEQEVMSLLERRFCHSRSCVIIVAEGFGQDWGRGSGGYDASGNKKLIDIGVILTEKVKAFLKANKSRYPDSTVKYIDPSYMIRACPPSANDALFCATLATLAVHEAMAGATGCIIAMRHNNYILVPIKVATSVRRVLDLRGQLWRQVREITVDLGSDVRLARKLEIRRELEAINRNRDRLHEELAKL
#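 Activity is normalized to no-enzyme wells (full inhibition) and 1.25 nM enzyme wells (no inhibition). Reaction: 0.5 mM F6P, 0.1 mM ATP, 45 min RT, ADP-Glo luminescence; concentration-response curves fitted and classed by quality.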
# USP2a inh: USP2a (human) protease inhibition. O75604. AID 463254. USP2 core, Ub-CHOP2 coupled fluorogenic reporter, 485/531. Potency, µM (titrated, usually from 38.3 µM), inactives show at the highest dose activity change, negative = inhibition, usual class: inhibitors. actives 0.01% (n = 330,000);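 also: potency is read from the fitted curve at half-maximal effect; plate controls were DMSO wells for no effect and full inhibition by NEM control for full effect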
#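 Deubiquitinase activity read as fluorescence (485/531 nm) after Ub-CHOP2 cleavage activates the enterokinase reporter on its substrate; USP2 core 10nM, Ub-CHOP2 and substrate 25nM each, 30min compound preincubation then 60min RT; data normalized to NEM, curves fitted.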
# Chronic BCR inh: chronic active BCR signaling inhibition; ABC-DLBCL IkBa-CBG/CBR reporter, luminescence ratio, 4 h; Potency, µM (highest dose often 46.1 µM), without a hit: at the top dose ratio change, negative = lower green/red ratio, actives largely listed as inhibitors; actives 0.05% (n = 340,000); active = well fitted inhibition curve with a large enough effect in the signal ratio, with a control signal flat, not every such curve was filed as active; inconclusive = small, poorly fitted or top-dose-only effect, or effect the other way, or a change in a side signal; the % refers to the signal ratio;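 also: potency is read from the fitted curve at half-maximal effect; plate controls were basal doxycycline-induced cells for no effect and cells given 10 µM MG132 for full effect; MG132 reads +100%, hits lower the ratio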
#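 Doxycycline induced both beetle luciferases in TMD8 lymphoma cells; IKK-driven degradation limits the IkappaBalpha-fused green signal, while red luminescence normalises for cell number and nonspecific effects. Compounds tested up to 46 uM, 4 hrs.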
# ELG1 DNA repair: inhibitors of ELG1-dependent DNA repair in HEK293T cells | HEK293T ELG1-luciferase reporter, luminescence, 16 h; DNA damage induced by 5-fluorouridine | Potency, µM (series often up to 46.1 µM), inactives show at the top dose activity change, negative = inhibition, hits mostly inhibitors | actives 2.3% (n = 330,000) | AID 504467; also: potency is read from the fitted curve at half-maximal effect; % is scaled to controls: 0 for no effect and ±100 for the full control effect; nearly all actives have a fitted effect of over 55% in size
#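 Luminescence from the luciferase reporter, measured 30 min after ONE-Glo reagent at room temperature, was the read-out. Beforehand, 2,000 cells per well were exposed for 16 hr at 37 °C to 5-fluorouridine together with compound or vehicle.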
# Eya2 phos inh: inhibitors of human Eya2 phosphatase activity; recombinant Eya2, OMFP fluorescence dephosphorylation (OMFP is methylfluorescein phosphate); actives 0.006% (n = 330,000); Potency, µM (series often up to 76.9 µM), for the others: at the top dose activity, negative = inhibition, hits mostly inhibitors; O00167; also: potency is read from the fitted curve at half-maximal effect; % is scaled to controls: 0 for no effect and ±100 for the full control effect
#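 Eya2 protein (added as 0.2 uM solution) was preincubated with compound for 10 min at ambient temperature in 50 mM HEPES pH 7.5, 50 mM NaCl, 5 uM MgCl2, 0.05% BSA, 1 mM DTT. OMFP (added at 50 uM) then reacted 10 min; fluorescence read at 485/525 nm.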
# Active calls of the source: *; ? = inconclusive; / = no result given; [ ] = remark or other dose. Unless noted, calls follow the shape of the dose curve; as a rule, active = well fitted curve in the direction sought with a large enough effect; inconclusive = small, poorly fitted or top-dose-only effect, or another doubt; inactive = no such curve, though single readings can be large; an effect the other way counts as inactive or inconclusive.
SMILES,B2AR arrestin,TSHR antag,TSG101-PTAP inh,uPA generation,Mito fusion yeast,TCR activator,Tb PFK block,USP2a inh,Chronic BCR inh,ELG1 DNA repair,Eya2 phos inh
COC(C(=O)Nc1ccnn1C1CCN(Cc2nccs2)CC1)c1ccccc1 (configuration not stated),-0.5%,-17,/,?,-1%,6%,-1%,2%,-3%,3%,-5%
CC(Oc1cccc(Cl)c1)C(=O)Nc1ccncc1 (configuration not stated),-0.1%,15,-2%,9%,-6%,0%,-30%,1%,?,?,-6%
COc1ccccc1/C=N/n1c(C)nnc1-n1nc(C)cc1C,0.2%,1,-8%,-1%,-1%,5%,1%,3%,6%,11%,4%
Cc1ccc(C)c(NC(=S)NNC(=O)c2ccco2)c1,-0.1%,4,-7%,/,-1%,3%,1%,3%,2%,11%,-11%
CC(=O)NC(CC(=O)NC1CCCCC1)c1ccccc1 (configuration not stated),0.1%,-7,3%,3%,-5%,1%[46.1 µM],4%,2%,?,14%,13%
C=CCn1c(SCC(=O)Nc2ccc3c(c2)OCO3)nc2ccccc2c1=O,0.1%,10,-3%,7%,-4%,-3%,0%,3%,2%,?,0%
Cc1cc(C)n(CCCC(=O)O)n1,-0.2%,6,-2%,0%,-8%,-3%,-1%,0%,-8%,3%,1%
CCNc1nc(NC(C)C)nc(N(C#N)CCOc2ccc(Cl)cc2Cl)n1,-0.9%,-10,-1%,-9%,?,-9%,-3%,2%,?,?,-30%
Cc1ccccc1C(=O)NC(=S)Nc1ccc(S(=O)(=O)N(C)c2ccccc2)cc1,-2.1%,-18,0%,0%,12%,0%,1%,1%,?,-22%,1%
Fc1ccc2nc3c(nc2c1)CCCC3,0.3%,-4,-6%,1%,1%,3%,4%,3%,2%,18%,-2%
O=C(NCCc1ccccc1)c1cc(=O)[nH]c2ccccc12,0.1%,2,-1%,-1%,2%,7%,-1%,0%,?,5%,5%
COc1cc2c(cc1OC)C(C(=O)Nc1ccccc1N1CCN(C)CC1)C1c3ccccc3CCN1C2=O (configuration not stated),1.0%,6,-2%,0%,7%,4%,-4%,0%,3%,2%,-1%
C[C@H](NC(=O)c1nc[nH]c1C(=O)N(C)Cc1ccccc1)c1ccccc1,0.0%,12,1%,3%,10%,-4%,-2%,2%,-3%,16%,-2%
O=C(O)CSc1nnc(-c2ccc(S(=O)(=O)N3CCCC3)cc2)n1Cc1ccco1,0.4%,5,-7%,/,6%,2%,1%,1%,-1%,6%,-1%
N#Cc1c(C#N)c(-c2ccccc2)n(-c2ccc(C(=O)O)cc2)c1N,0.3%,1,-26%,-18%,0%,3%,1%,-1%,1%,2%,14%
CNC(=O)N(O)C1N(/N=C/c2ccc(N(C)C)cc2)C(=S)SC1(C)C (configuration not stated),0.3%,3,-6%,-1%,2%,4%,5%,6%,1%,0%,-4%
CCOC(=O)c1c(C)c(C(=O)NCC2CCCO2)c(C)n1CC (configuration not stated),-0.4%,7,-8%,/,-5%,3%,-7%,1%,?,8%,0%
Nc1c(NCCCN2CCOCC2)c2ccccc2oc1=O,0.2%,7,1%,/,-7%,6%,-5%,-2%,?,10%,-9%
CC(=O)C[C@@H](O)CC(=O)[C@@H]1OC(=O)CCCCC/C=C/Cc2ccccc21,-0.3%,-14,-8%,3%,/,3%,17%,-6%,0%,-2%,12%
Cc1nn(C)c(C(=O)NN)c1Cl,-0.1%,10,-2%,0%,-6%,0%,-1%,-1%,?,5%,2%
O=C(CSc1nnc(-c2ccccc2O)o1)N1CCCCC1,0.0%,-8,-7%,-11%,8%,4%,-1%,1%,?,?,22%
CCOc1cc(/C=C2\CCCC(C(=O)C(F)(F)F)=C2O)ccc1O,3.4%,3,5%,-4%,11%,-1%[46.1 µM],2%,3%,?,-20%,6%
Cc1nc2nc(NCc3cccs3)nn2c(C)c1Cl,-0.1%,1,-13%,/,0%,-9%,-7%,3%,?,?,-12%
Cc1ccc(S(=O)(=O)C(C#N)c2nc3ccccc3nc2N2CCN(C)CC2)cc1C (configuration not stated),0.0%,2,?,-4%,0%,0%,1%,0%,-8%,?,-19%
COCCN(Cc1ccccc1)C(=O)c1ccc2c(=O)n3c(nc2c1)CCC3,-0.2%,-2,-3%,5%,4%,-1%,0%,2%,10%,4%,12%

# Further results.
SMILES,B2AR arrestin,TSHR antag,TSG101-PTAP inh,uPA generation,Mito fusion yeast,TCR activator,Tb PFK block,USP2a inh,Chronic BCR inh,ELG1 DNA repair,Eya2 phos inh
NC(=O)c1ccc(Sc2nnc(-c3cccs3)n2CC2CCCO2)c([N+](=O)[O-])c1 (configuration not stated),0.2%,5,1%,-5%,-17%,0%[46.1 µM],0%,4%,?,-1%,1%
O=C(C1CCCCC1)N1CCCn2c1nc1ccccc12,3.3%,-5,0%,1%,12%,6%,-11%,-1%,3%,14%,9%
CN1CCC(=O)N([C@H](CSc2ccccc2)Cc2ccccc2)CC1,-0.8%,-3,/,-5%,-12%,3%,-2%,0%,?,16%,-2%
COC(=O)c1[nH]c(C)c(/C(O)=C2\C(=O)C(=O)N(CCN(C)C)C2c2cccs2)c1C (configuration not stated),-1.0%,1,-1%,3%,3%,-4%,-2%,1%,-1%,12%,1%
O=C(NCCc1c[nH]c2ccccc12)c1ccc(F)cc1F,0.1%,-1,-7%,1%,-9%,-7%,1%,2%,?,?,-6%
O=C(CNC1CCCCCC1)Nc1ccccc1N1CCOCC1,0.0%,-5,-1%,-33%,4%,1%,3%,2%,-8%,-6%,-6%
CCCCCn1c(=O)[nH]c2cc(C(=O)NCc3ccco3)ccc2c1=O,0.0%,-2,0%,-1%,-1%,/,3%,4%,0%,-14%,4%
CC(=O)N1N=C(c2cccc(Br)c2)OC12CCCC2,-0.1%,-3,-1%,3%,7%,3%,4%,0%,3%,11%,-21%
CCCCC(=O)Nc1ccccc1N1CCN(c2ccc(F)cc2)CC1,-0.2%,-5,0%,0%,-5%,-3%,-21%,-2%,0%,?,3%
CCc1ccccc1OCc1nnc(N)s1,0.2%,-34,-4%,-3%,9%,-4%,1%,5%,2%,8%,10%
Cc1cc(C)cc(NC(=O)c2ccc(NC(=O)c3ccco3)cc2)c1,-0.4%,-29,-5%,1%,5%,-4%,3%,0%,-8%,-30%,-3%
Cc1cc(C)cc(N(CC(=O)NCCSCc2ccccc2)S(C)(=O)=O)c1,-0.7%,5,-1%,-3%,9%,1%,-8%,1%,-9%,?,-5%
CCOc1ccc(N(CC(=O)NCCc2ccccc2)S(=O)(=O)c2ccccc2)cc1,0.1%,2,-1%,-5%,1%,12%,3%,3%,-2%,-6%,0%
N#Cc1c(/N=C/c2ccco2)oc(-c2ccccc2)c1-c1ccccc1,-0.2%,0,-4%,-1%,3%,92%,3%,-1%,16%,2%,-5%
CC(=O)Nc1ccc(NC(=O)C2CC(=O)N(Cc3ccco3)C2)cc1 (configuration not stated),0.0%,-2,1%,-10%,5%,-6%,0%,-2%,-5%,10%,-15%
COC(=O)CSc1nc2sc3c(c2c(=O)n1C1CCCCC1)CCN(C)C3,0.4%,-4,/,/,6%,/,-11%,3%,13%,-8%,8%
Cc1ccc(CS(=O)Cc2ccc(C(=O)N3CCOCC3)o2)cc1 (configuration not stated),-0.1%,-3,-10%,0%,-3%,-1%,2%,2%,-1%,24%,5%
CCCCN(C(=O)c1ccc(Cl)c([N+](=O)[O-])c1)c1c(N)n(CCC)c(=O)[nH]c1=O,0.1%,1,-5%,1%,-8%,-2%,-1%,-4%,-2%,-10%,-28%
COc1ccc(NC(=O)N2CCC(CO)(CC3CCCCO3)CC2)c(OC)c1 (configuration not stated),0.7%,11,-7%,-1%,2%,7%,0%,-1%,3%,11%,?
COc1ccc(OC)c(-c2nc(C(=O)NCC3CCCO3)cc3c2[nH]c2ccccc23)c1 (configuration not stated),-0.4%,4,0%,10%,-3%,2%,2%,-5%,?,?,13%
O=C(CCn1c(=O)[nH]c2ccccc2c1=O)N1CCN(c2ccc(Cl)cc2)CC1,0.5%,-8,-4%,-2%,2%,/,10%,-2%,3%,-15%,16%
